# Assay outcomes: PubChem BioAssay, Broad Institute
# mut p53 react = restores mutant p53 pathway signaling in SW480 cells; SW480 PUMA-promoter luciferase, p53 mutant reactivation; activation, % at 9.98 µM; actives 1.5% (n = 28,000); in the data active means activation above about 52%
# STK33 inh = human STK33 kinase inhibition; inhibition, % at 12.5 µM; Q9BYT3; actives 0.44% (n = 27,000); ADP-Glo luminescence, MBP substrate; in the data active means inhibition above about 20%
# Target sequence (Q9BYT3 whole entry, looked up): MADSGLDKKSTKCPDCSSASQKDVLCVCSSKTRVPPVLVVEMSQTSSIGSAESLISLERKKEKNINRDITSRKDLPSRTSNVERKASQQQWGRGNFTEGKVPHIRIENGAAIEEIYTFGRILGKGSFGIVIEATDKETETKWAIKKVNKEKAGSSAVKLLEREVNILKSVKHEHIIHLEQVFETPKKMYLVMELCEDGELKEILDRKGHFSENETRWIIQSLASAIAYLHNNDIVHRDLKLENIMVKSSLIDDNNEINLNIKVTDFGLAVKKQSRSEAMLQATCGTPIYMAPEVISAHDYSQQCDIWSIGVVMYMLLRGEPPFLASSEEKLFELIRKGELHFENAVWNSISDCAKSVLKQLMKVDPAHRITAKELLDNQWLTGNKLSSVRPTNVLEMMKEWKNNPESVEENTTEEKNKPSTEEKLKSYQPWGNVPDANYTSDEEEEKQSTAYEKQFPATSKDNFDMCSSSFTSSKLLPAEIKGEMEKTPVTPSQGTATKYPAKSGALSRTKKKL
# Starred values were filed as active, the others as inactive; / = no result given.
SMILES,mut p53 react,STK33 inh
COc1cccc(S(=O)(=O)N(C)C[C@@H]2OCc3ccccc3-c3c(n(C)c4ccccc34)C(=O)N([C@H](C)CO)C[C@H]2C)c1,-15,/
CC(=O)c1c(C)n(CC(=O)O)c2ccccc12,10,-7
COC(=O)c1ccccc1NC(=O)c1ccccc1N(C)S(=O)(=O)c1ccccc1,-27,0
CNc1ccccc1C(=O)OC1OC(C)C(O)C(O)C1O (configuration not stated),12,0
Cc1cc2c(=O)n(Cc3ccco3)c(SCc3cc(=O)[nH][nH]3)nc2s1,2,-1
COC(=O)c1cc(NC(=O)CSc2nc(Nc3ccccc3)nc(N3CCOCC3)n2)ccc1Cl,2,3
Cc1noc(C)c1S(=O)(=O)Nc1ccc2c(c1)C(=O)N([C@H](C)CO)C[C@H](C)[C@@H](CN(C)S(=O)(=O)c1ccccc1)OCCCC[C@@H](C)O2,/,0
CNC[C@H]1Oc2ccc(NC(=O)c3ccncc3)cc2CC(=O)N([C@H](C)CO)C[C@@H]1C,-9,/
Cc1noc(C)c1S(=O)(=O)Nc1cccc2c1O[C@H](CN(C)Cc1ccc(C(=O)O)cc1)[C@H](C)CN([C@H](C)CO)C2=O,5,/
Cc1cc(C)c(S(=O)(=O)N(C)CC(=O)N2CCC(C(N)=O)CC2)c(C)c1,1,-7
CC(C)NC(=O)N(C)C[C@@H]1OCCCC[C@@H](C)Oc2ccc(NC(=O)Nc3ccccc3)cc2C(=O)N([C@@H](C)CO)C[C@H]1C,-13,/
Cc1cccc(C)c1NC(=O)CCn1cnc2ccccc2c1=O,18,-3
COc1cccc(CO)c1OCC(=O)Nc1ccc(F)cc1,15,-7
C[C@@H]1CN([C@@H](C)CO)C(=O)c2cc(NC(=O)Nc3ccccc3)ccc2O[C@@H]1CN(C)Cc1ccccc1,/,-1
C/C1=C/CC(=O)[C@@H](C)C[C@H]2OC(=O)C(CO)=C2CC1,10,-1
COC(=O)C1=C(C)n2nnnc2NC1c1cc2ccccc2o1 (configuration not stated),-24,-4
COc1ccc(NC(=O)Nc2ccc3c(c2)C(=O)N([C@H](C)CO)C[C@H](C)[C@H](CN(C)S(C)(=O)=O)OCCCC[C@@H](C)O3)cc1,/,2
COc1ccc(Oc2ccc(NC(=O)CCC(=O)O)cc2)cc1,9,-4
Cc1ccc(S(=O)(=O)Nc2ccc3c(c2)C(=O)N([C@H](C)CO)C[C@H](C)[C@@H](CN(C)Cc2ccc(C(F)(F)F)cc2)OCCCC[C@@H](C)O3)cc1,/,2
C[C@@H]1CCCCO[C@H](CN(C)C(=O)Nc2ccc(F)cc2)[C@@H](C)CN([C@H](C)CO)C(=O)c2cc(NC(=O)Nc3ccc(C(F)(F)F)cc3)ccc2O1,/,0
CCN1CCN(Cc2c(C)[nH]c3ccc(C(=O)OC)cc3c2=O)CC1,4,0
CCn1c(SCc2nc3ccccc3c(=O)[nH]2)nnc1-c1ccc(Cl)cc1,-6,-2
Cc1ccc(-c2nnc3c4ccccc4c(C)nn23)cc1S(=O)(=O)NC1CCCCC1,-11,6
CSc1nc(N2CCCCC2)c2c(c1C#N)CCCC2,-1,/
C[C@@H]1CN([C@@H](C)CO)C(=O)CCCn2nncc2CO[C@@H]1CN(C)CC1CCCCC1,/,-7
Cc1ccc(-c2cc(C(=O)Nc3cc(C)nn3-c3ccccc3)no2)cc1,13,1
Cc1noc(C)c1NC(=O)N(C)C[C@H]1Oc2ccc(NS(=O)(=O)c3ccc(Cl)cc3)cc2CC(=O)N([C@@H](C)CO)C[C@H]1C,/,-2
C[C@H]1CN([C@@H](C)CO)C(=O)c2cc(/C=C/c3ccccc3)cnc2O[C@H]1CN(C)S(=O)(=O)c1cn(C)cn1,8,/
Cc1ccc(S(=O)(=O)Nc2ccc3c(c2)CC(=O)N([C@H](C)CO)C[C@@H](C)[C@H](CN(C)C(=O)Nc2ccccc2)O3)cc1,/,0
C[C@@H]1CN([C@H](C)CO)C(=O)CCCn2nncc2CO[C@@H]1CN(C)Cc1ccccc1C(F)(F)F,/,-3
CCn1c(SCC(=O)Nc2ccc(Br)cc2C)nnc1-c1ccccc1F,0,-2
Cc1noc(C)c1S(=O)(=O)Nc1ccc2c(c1)C(=O)N([C@H](C)CO)C[C@@H](C)[C@H](CN(C)S(=O)(=O)c1c(C)noc1C)OCCCC[C@@H](C)O2,-6,/
CC(C)OC(=O)N(C)C[C@H]1OCc2cn(nn2)CCCC(=O)N([C@H](C)CO)C[C@H]1C,/,-8
CNC[C@@H]1Oc2c(NC(=O)c3nc4ccccc4s3)cccc2C(=O)N([C@@H](C)CO)C[C@H]1C,-5,/
Cc1ccc(S(=O)(=O)Nc2ccc3c(c2)CC(=O)N([C@H](C)CO)C[C@H](C)[C@H](CN(C)C(=O)NC2CCCCC2)O3)cc1,/,6
COC(=O)CN(c1cccc(C(C)=O)c1)S(C)(=O)=O,-19,0
C[C@H]1CN([C@@H](C)CO)C(=O)Cc2cc(NS(=O)(=O)c3ccccc3)ccc2O[C@H]1CN(C)Cc1ccc(C(=O)O)cc1,/,-2
Cc1nc(SCC(N)=O)c2c(C)c(C)sc2n1,-27,0
Cc1ccc(OCC(=O)Nc2ccc(-c3nc4ccccc4s3)c(O)c2)c(C)c1,-35,1
Cc1ccc(C(=O)Nc2sc3c(c2C(=O)NCc2ccco2)CCCC3)cc1,3,-1

# Three entries already listed, ordered by length of the SMILES, largest number first:
SMILES,mut p53 react,STK33 inh
Cc1noc(C)c1S(=O)(=O)Nc1ccc2c(c1)C(=O)N([C@H](C)CO)C[C@@H](C)[C@H](CN(C)S(=O)(=O)c1c(C)noc1C)OCCCC[C@@H](C)O2,-6,/
CNC[C@@H]1Oc2c(NC(=O)c3nc4ccccc4s3)cccc2C(=O)N([C@@H](C)CO)C[C@H]1C,-5,/
Cc1nc(SCC(N)=O)c2c(C)c(C)sc2n1,-27,0

# Continued.
SMILES,mut p53 react,STK33 inh
Cc1ccc(S(=O)(=O)Nc2ccc3c(c2)C(=O)N([C@H](C)CO)C[C@H](C)[C@@H](CN(C)S(=O)(=O)c2cccs2)OCCCC[C@@H](C)O3)cc1,/,-1
C[C@@H]1CN([C@@H](C)CO)C(=O)Cc2cc(NC(=O)Cn3cnnn3)ccc2O[C@H]1CN(C)C,7,/
Cc1noc(C)c1NC(=O)N(C)C[C@H]1OCCCC[C@@H](C)Oc2ccc(NC(=O)NC(C)C)cc2C(=O)N([C@H](C)CO)C[C@@H]1C,/,3
C[C@H]1CN([C@@H](C)CO)C(=O)c2cc(N(C)C)ccc2O[C@@H]1CN(C)Cc1ccc(C(F)(F)F)cc1,/,-4
C=C1[C@H](OC(=O)C(C)CC)[C@@H](OC(=O)C(C)C)[C@@H](O)C(C)(C)/C=C\[C@H](C)C(=O)[C@@]2(O)C[C@H](C)[C@H](O)[C@@H]2[C@H]1OC(=O)C(C)CC (some centres not stated),/,-9
CCCC#Cc1cnc2c(c1)C(=O)N([C@H](C)CO)C[C@@H](C)[C@H](CN(C)C(=O)c1cccc(F)c1)O2,8,/
COc1ccc(CN(C)C[C@H]2Oc3c(NS(=O)(=O)c4ccc(Cl)cc4)cccc3C(=O)N([C@H](C)CO)C[C@@H]2C)cc1,-13,/
Cc1cc(N(CC(=O)Nc2cccc(C(F)(F)F)c2)S(C)(=O)=O)ccc1Br,5,2
Cc1noc(C)c1S(=O)(=O)Nc1ccc2c(c1)C(=O)N([C@@H](C)CO)C[C@H](C)[C@@H](CN(C)S(=O)(=O)c1ccccc1)O2,/,-1
COc1ccccc1CC(=O)Nc1ccc(-c2noc(-c3ccc(OC)c(OC)c3)n2)cc1,6,3

# One compound at a time, as listed above:
# Shown for C=C1[C@H](OC(=O)C(C)CC)[C@@H](OC(=O)C(C)C)[C@@H](O)C(C)(C)/C=C\[C@H](C)C(=O)[C@@]2(O)C[C@H](C)[C@H](O)[C@@H]2[C@H]1OC(=O)C(C)CC (some centres not stated) → mut p53 react = /; STK33 inh = -9
# Shown for C[C@H]1CN([C@@H](C)CO)C(=O)c2cc(N(C)C)ccc2O[C@@H]1CN(C)Cc1ccc(C(F)(F)F)cc1 → mut p53 react = /; STK33 inh = -4
# Shown for Cc1noc(C)c1S(=O)(=O)Nc1ccc2c(c1)C(=O)N([C@@H](C)CO)C[C@H](C)[C@@H](CN(C)S(=O)(=O)c1ccccc1)O2 → mut p53 react = /; STK33 inh = -1

# (cont.)
SMILES,mut p53 react,STK33 inh
C[C@H](CO)N1C[C@H](C)[C@@H](CN(C)C)Oc2c(NC(=O)C3CC3)cccc2C1=O,10,/
C[C@H]1CN([C@@H](C)CO)C(=O)c2cc(NS(=O)(=O)c3ccc(Cl)cc3)ccc2O[C@@H]1CN(C)Cc1ccc(C(=O)O)cc1,/,2
C[C@@H]1CN([C@H](C)CO)C(=O)Cc2cc(NC(=O)NC3CCCCC3)ccc2O[C@@H]1CN(C)C(=O)NC1CCCCC1,-3,-1
C[C@@H]1CCCCO[C@@H](CN(C)Cc2ccccc2)[C@H](C)CN([C@@H](C)CO)C(=O)c2cc(NC(=O)Nc3ccc4c(c3)OCO4)ccc2O1,-28,/
C[C@@H]1CN([C@@H](C)CO)C(=O)c2cccc(NS(=O)(=O)c3cccs3)c2O[C@H]1CN(C)C,0,/
Cn1nnnc1SCC(=O)Nc1cc(Cl)cc(Cl)c1,11,-1
C[C@H]1CN([C@@H](C)CO)C(=O)Cc2cc(NC(=O)Nc3ccc(C(F)(F)F)cc3)ccc2O[C@H]1CN(C)CC1CCCCC1,/,-1
COc1cccc2cc(-c3nnc(SCC(=O)Nc4sc5c(c4C#N)CCCC5)n3C)oc12,5,5
CCOc1ccc(NC(=O)CSc2n[nH]c(=O)n2-c2ccccc2)cc1,-13,2
C[C@H]1CN([C@@H](C)CO)C(=O)Cc2cc(NC(=O)Nc3ccccc3)ccc2O[C@H]1CN(C)S(=O)(=O)c1ccc(F)cc1,/,-3
C[C@@H]1CN([C@H](C)CO)C(=O)c2cc(NS(=O)(=O)c3cn(C)cn3)ccc2O[C@@H]1CN(C)S(=O)(=O)c1cn(C)cn1,14,-1
Cc1cccc(CN(C)C[C@H]2OCc3cnnn3CCCC(=O)N([C@H](C)CO)C[C@H]2C)c1,/,1
C[C@@]1(C2CCCC2)Cc2cc(OCC(=O)O)c(Cl)c(Cl)c2C1=O,/,-2
N#C/C(=C/c1ccc(O)c(O)c1)C(=O)NCCCCc1ccccc1,-15,/
C[C@H](CO)N1C[C@H](C)[C@H](CN(C)Cc2ccc3c(c2)OCO3)Oc2ccc(NC(=O)Nc3ccc(C(F)(F)F)cc3)cc2C1=O,/,-1
C[C@@H]1CCCCO[C@@H](CN(C)Cc2ccc3c(c2)OCO3)[C@@H](C)CN([C@H](C)CO)C(=O)c2cc(NS(=O)(=O)c3cn(C)cn3)ccc2O1,/,0
COC(=O)c1ccccc1NC(=O)CSc1nnc(C23CC4CC(CC(C4)C2)C3)n1C,-5,1
Cc1ccc(S(=O)(=O)Nc2ccc3c(c2)C(=O)N([C@H](C)CO)C[C@@H](C)[C@H](CN(C)Cc2ccc4c(c2)OCO4)O3)cc1,/,0
C=CCN1C(=O)[C@@]2(O[C@@H](CCO)[C@H]([Si](C)(C)c3ccc(OC)cc3)[C@H]2C)c2cc(I)ccc21,/,11
C[C@@H]1CN([C@H](C)CO)C(=O)Cc2cc(NC(=O)NC3CCCCC3)ccc2O[C@H]1CN(C)S(C)(=O)=O,/,5
COc1cc(OC)cc(-c2nnc(SCC(=O)c3cccc([N+](=O)[O-])c3)o2)c1,2,1
CS(=O)(=O)N(CC(=O)Nc1ccccc1Sc1ccccc1)c1ccc(F)cc1,-2,-1
N#CC(=C(/N)Sc1ccccc1N)/C(C#N)=C(\N)Sc1ccccc1N,-46,5
COc1ccc(NC(=O)Nc2cccc3c2O[C@@H](CN(C)S(C)(=O)=O)[C@@H](C)CN([C@@H](C)CO)C3=O)cc1,/,-6
O=C(Nc1cccc(CCc2ccccn2)c1)c1ccc(Cl)cc1,17,-4
C[C@@H]1CN([C@H](C)CO)C(=O)Cc2cc(NC(=O)Cn3cnnn3)ccc2O[C@@H]1CN(C)S(=O)(=O)c1cccs1,/,3
O=C(Nc1cccc(Cn2cccn2)c1)c1cc(-c2ccncc2)nc2ccc(Br)cc12,4,1
COc1cc(O)c2c(=O)c(O[C@@H]3O[C@@H](CO)[C@H](O)[C@H]3O[C@@H]3O[C@@H](C)[C@H](O)[C@@H](O)[C@H]3O)c(-c3ccc(O)cc3)oc2c1,8,10
O=C(Nc1ccc(Cl)cc1Cl)C1CC(=O)n2ncnc2N1 (configuration not stated),2,-1
COc1ccc(CN(C)C[C@@H]2Oc3ccc(NC(=O)Nc4cccc5ccccc45)cc3C(=O)N([C@@H](C)CO)C[C@H]2C)cc1,-21,/
COc1ccc(NC(=O)Nc2ccc3c(c2)CC(=O)N([C@@H](C)CO)C[C@@H](C)[C@@H](CN(C)CC2CC2)O3)cc1,/,0
C[C@H]1CN([C@@H](C)CO)S(=O)(=O)c2ccc(C3=CCCC3)cc2O[C@H]1CN(C)S(=O)(=O)c1ccc(F)cc1,-13,/
Nc1nnc(SCC(=O)Nc2ccc(F)c(Cl)c2)s1,-1,-2
C[C@H](CO)N1C[C@H](C)[C@H](CN(C)S(=O)(=O)c2ccc(Cl)cc2)OCc2cnnn2CCCC1=O,-1,2
C[C@H](CO)N1C[C@H](C)[C@@H](CN(C)C(=O)NC2CCCCC2)Oc2ccc(NC(=O)Cc3cn(C)c4ccccc34)cc2C1=O,-10,/

# Only part of the results is shown; count on the stated rates, not on these rows.
